From PubChem BioAssay
ERa coact pot: ER-alpha (human) coactivator binding potentiation; P03372; TR-FRET ERalpha-LBD/SRC-Cy5 coactivator binding, 2 h; 100 = basal binding, no effect; coactivator binding (% of control), % at 25.6 µM; 1.3% of 86,000 active; AID 639; in the data active means activity above about 200%;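 further: binding measured in presence of low estradiol as agonist stimulus; 0% = peptide alone without receptor and 100% = receptor with peptide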
Target sequence (P03372 whole entry, looked up, the tested form may be a part): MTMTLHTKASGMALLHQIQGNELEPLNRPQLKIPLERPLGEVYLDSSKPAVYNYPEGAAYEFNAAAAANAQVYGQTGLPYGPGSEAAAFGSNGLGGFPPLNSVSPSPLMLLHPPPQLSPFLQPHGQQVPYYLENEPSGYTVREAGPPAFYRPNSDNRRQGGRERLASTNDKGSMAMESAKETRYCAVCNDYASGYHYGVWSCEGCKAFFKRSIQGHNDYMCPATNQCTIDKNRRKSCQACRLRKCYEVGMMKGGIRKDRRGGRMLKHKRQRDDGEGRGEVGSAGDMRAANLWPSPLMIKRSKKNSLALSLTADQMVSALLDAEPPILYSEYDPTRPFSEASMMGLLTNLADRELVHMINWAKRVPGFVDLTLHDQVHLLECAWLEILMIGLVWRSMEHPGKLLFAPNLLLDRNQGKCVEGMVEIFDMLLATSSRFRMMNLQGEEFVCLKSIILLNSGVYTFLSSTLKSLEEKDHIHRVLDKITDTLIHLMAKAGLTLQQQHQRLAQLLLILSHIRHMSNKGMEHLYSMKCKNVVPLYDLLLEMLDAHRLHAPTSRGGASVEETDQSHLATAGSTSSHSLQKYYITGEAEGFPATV
H69AR inhibit: blocks growth of human H69AR lung tumor cells. H69AR lung tumor viability, ATP luminescence, 72 h; stronger effect = lower value. viability, % at 10 µM. 6% of 85,000 active. AID 598;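 active means viability at or below 40%; inactive means viability above 40%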;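 further: multidrug resistant small cell line overexpressing MRP-1 efflux transporter; 100% = mean luminescence of untreated control wells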
HUVEC prolif 384: human endothelial cell proliferation inhibition; HUVEC proliferation, CellTiter-Glo luminescence, 72 h; stronger effect = lower value; AID 648; viability, % at 10 µM (by protocol); 1.1% of 86,000 active;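 active means viability at or below 30%; inactive means viability above 30%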;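 further: 100% = median luminescence of DMSO-only cell control wells on each plate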
ERb coact inh: blocks coactivator binding to human estrogen receptor beta. TR-FRET ER-beta LBD / SRC1-Cy5 peptide binding; receptor agonist-loaded with 1 µM estradiol. 1.3% of 86,000 active. inhibition, % at 25.6 µM;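 active means compounds whose percent inhibition of the receptor-coactivator binding signal exceeds about 50% in the single-dose screen, limit read from the data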;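 further: 0% = receptor plus peptide wells without compound and 100% = peptide-only wells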
Smad3 inh: inhibitors of human Smad3 transcription factor binding; TR-FRET Smad3/Dy647-FoxH1 peptide binding, europium anti-His; inhibition, % at 25 µM; 0.29% of 88,000 active; AID 630;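 active means compounds that reduce the energy-transfer binding signal between the protein and its labelled peptide by more than half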;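 further: 0% = Smad3 plus labelled peptide maximal FRET and 100% = peptide-only background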
Target sequence (P84022 whole entry, looked up): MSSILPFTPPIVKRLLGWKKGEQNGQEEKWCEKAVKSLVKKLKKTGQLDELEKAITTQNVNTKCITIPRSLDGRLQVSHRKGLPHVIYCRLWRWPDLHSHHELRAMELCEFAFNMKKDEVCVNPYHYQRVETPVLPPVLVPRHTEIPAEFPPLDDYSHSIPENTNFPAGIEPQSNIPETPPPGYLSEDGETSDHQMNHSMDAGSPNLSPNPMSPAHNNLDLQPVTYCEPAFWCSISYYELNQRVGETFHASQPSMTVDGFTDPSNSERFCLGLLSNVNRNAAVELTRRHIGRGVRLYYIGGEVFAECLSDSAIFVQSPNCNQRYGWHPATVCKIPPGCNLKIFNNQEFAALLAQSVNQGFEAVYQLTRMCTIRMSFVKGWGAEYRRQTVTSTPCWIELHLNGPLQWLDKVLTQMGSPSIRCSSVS
sEH act: increases human soluble epoxide hydrolase activity. purified human sEH enzymatic activity, activator screen. 0.04% of 91,000 active. activation, % at 2 µM. AID 717; in the data active means activation above about 37%; further: values of inactives mirror those of a sister screen read the other way
Candida biofilm: kills Candida albicans biofilms; C. albicans biofilm + clotrimazole, Alamar Blue; inhibition, % at 6 µM; 0.14% of 85,000 active; AID 834;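 active means inhibition above 20%; inactive means inhibition below 20%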;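 further: preformed 24 hr biofilms exposed to compound for 48 hr; 0% = biofilm without compound and 100% = blank killed by clotrimazole plus chlorhexidine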
Fibroblast inh: blocks proliferation of human lung fibroblasts. LL 47 human lung fibroblast viability, ATP luminescence; stronger effect = lower value. viability, % at 10 µM. 1.1% of 85,000 active. AID 719;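 active means viability at or below 50% in the single dose screen; inactive means viability above 50%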;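 further: compound exposure lasted 72 h before the ATP readout; 100% = median luminescence of untreated cell-only wells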
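Assay system: human lung fibroblast line LL 47, low passage. Input: 1,150 fibroblasts seeded per well. Times: overnight cell rest, 72 h compound treatment at 37 °C. Evaluation: % viability of median cell-only signal. Technique: luminescent ATP detection, CellTiter-Glo. Control set: cell-only wells, no compound.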
ERa SRC1 inh: blocks coactivator binding to human estrogen receptor alpha; P03372; TR-FRET ER-alpha LBD / SRC-1 peptide, estradiol-bound; inhibition, % at 25.6 µM; 1.7% of 86,000 active; AID 629; in the data active means inhibition above about 50%;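 further: 0% = receptor plus peptide control and 100% = peptide only without receptor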
* marks the source's active call; other numbers are inactive results; . = not tested or not shown; [ ] = another dose, or the depositor's remark. Some of the compounds tested. The share of hits here may be higher or lower than overall.

SMILES	ERa coact pot	H69AR inhibit	HUVEC prolif 384	ERb coact inh	Smad3 inh	sEH act	Candida biofilm	Fibroblast inh	ERa SRC1 inh
CC1(C)C2CCC1(CS(=O)(=O)N1CCCc3ccccc31)C(=O)C2 (stereo not drawn)	94[fluorescence artefact?]	103	89	-14	-7	-3	-2	97	-7
CN(C)c1ncc(C(=O)O)cn1	120	94	97	-3	-3	.	4	99	-15
CCc1sc(NC(=O)CN2CCOCC2)nc1-c1ccccc1	91	95	93	-12	-14	19	5	100	-12
CCc1c(C)nc2ncnn2c1N1CCC(C(=O)Nc2ccc(C)cc2)CC1	101	35*	101	-8	-10	-83	5	100	-5
CNc1nc2sc3c(c2c(=O)n1C)CC(C)(C)SC3	116	78	84	-4	-10	.	5	92	1
Cc1ccc(S(=O)(=O)c2nc(C(C)(C)C)oc2N2CCOCC2)cc1	100[fluorescence artefact?]	95	93	-25	4	1	5	101	-15
CCOc1cc2[nH]c(=O)n(CCC(=O)NCCc3ccc(OC)c(OC)c3)c(=O)c2cc1OCC	94	99	89	0	-10	-9	8	95	-4
CC(=O)c1cccc(NC(=O)C2CCCN(S(=O)(=O)c3ccccc3)C2)c1 (stereo not drawn)	86	72	100	-6	9	-8	8	96	0
O=C(CSc1nnc(SCc2ccc(Cl)cc2)s1)N1CCOCC1	88	101	88	-3	5	.	6	98	5
Oc1ccccc1-c1nnc(-c2ccc(C(F)(F)F)cc2)o1	121	43	103	0	-10	6	2	91	4
COc1cccc(C2C3=C(CCCC3=O)Nc3nc(-c4cc(OC)c(OC)c(OC)c4)nn32)c1 (stereo not drawn)	91	73	70	-7	-1	-7	6	85	-6
COc1ncnc2sc(-c3ccccc3)cc12	110[fluorescence artefact?]	79	70	-1[fluorescence artefact?]	11	.	5	90	7[fluorescence artefact?]
CCOC(=O)c1cnc(SCc2nc(N)nc(Nc3ccccc3)n2)nc1N	124	32*	106	12	-2	10	5	97	17
Oc1ccc(F)cc1-c1cc(-c2ccc3c(c2)OCCO3)n[nH]1	62[fluorescence artefact?]	37*	66	-2	2	-4	4	77	1
Cc1cc(C)n(-c2ccc(C(=O)NC(C)C)cc2)n1	105	94	107	-4	-1	15	2	106	-2
COc1cccc(NC(=O)CSc2nnc(COc3ccc4c(c3)CCCC4)o2)c1	109	93	82	2[fluorescence artefact?]	-22	2	2	99	9
CCc1ccc(CC)c(S(=O)(=O)Nc2ccc(C(=O)O)c(O)c2)c1	87	87	94	19	0	-4	7	104	7
CCOC(=O)C1CCN(C(=O)c2ccc(Br)o2)CC1	111[fluorescence artefact?]	92	87	-3[fluorescence artefact?]	-10	-4	9	95	7[fluorescence artefact?]
Cc1nc2ccccc2nc1OCC(=O)NCc1ccc2c(c1)OCO2	110	86	104	-8	7	-10	2	92	-1
OC(CN=c1sc2ccccc2n1CC(O)COc1ccccc1)COc1ccccc1 (stereo not drawn)	110	23*	29*	-20[fluorescence artefact?]	7	4	0	86	-21
Cc1ccc2c(C)c(C(=O)Nc3cccnc3)oc2c1	88	83	98	-8	-3	-1	8	93	4
CCCCSc1nc2c(c(=O)[nH]c(=O)n2C)n1CCc1ccccc1	92	63	93	-4	0	.	17	101	9
O=C(c1ccccc1Nc1ccc(SC(F)F)cc1)N1CCCCC1	91	86	79	-1	15	-24	8	85	-1
COc1cccc(-n2nnc3c(=O)n(C/C=C/c4ccccc4)cnc32)c1	122	91	96	-1	1	7	3	97	7
O=C(CSc1nnc(COc2ccc(Cl)cc2)n1Cc1ccco1)c1ccccc1F	96	68	69	-16	3	.	10	81	-24
CN(c1ccccc1)S(=O)(=O)c1cccc(NC(=O)Cn2cnc3ccccc3c2=O)c1	88	83	104	0	7	-6	10	88	0
CCc1[nH]nc2c1C(c1ccsc1)C(C#N)=C(N)O2 (stereo not drawn)	103	61	82	-3	0	-12	4	98	-8
O=C(COC(=O)c1ccccn1)NC1CCCCC1	101	92	94	-10[fluorescence artefact?]	10	-5	7	92	-10
CCn1nnc(NC(=O)COc2cc(C)ccc2C(C)C)n1	124	99	85	-11	4	-3	12	100	-3
O=C(/C=C(\O)c1ccc(Cl)cc1)C(=O)NNC(=O)C(O)(c1ccccc1)c1ccccc1	51[fluorescence artefact?]	24*	73	25	-1	2	5	96	25
O=C(O)c1cc(-c2ccccc2)on1	81	96	105	10	-10	1	1	104	13[fluorescence artefact?]
C=CCn1c(CCC(=O)O)ccc1-c1ccccc1	98[fluorescence artefact?]	91	89	-5	7	-22	0	97	1
O=C(CN1C(=O)c2cccc3cccc1c23)NCc1ccncc1	114	86	102	-6	4	21	7	98	-5
COCCn1c(C)cc(C2=NNC(=Nc3ccccc3)SC2)c1C	132[fluorescence artefact?]	42	77	-23	-2	5	-1	91	-24[fluorescence artefact?]
CC(C)c1ccc2oc(-c3cc(N)ccc3O)nc2c1	86	51	101	-1	6	0	8	81	-4
CN(C)S(=O)(=O)c1ccc2nc(NC(=O)c3cccnc3)sc2c1	126	89	86	-1	9	4	6	96	-4
COc1ccc(NC(=O)CSc2ncnc3c2cnn3Cc2ccccc2)cc1OC	104	84	107	-2	7	-18	7	103	-5
CCC1(C)OC(=O)N(CCCn2ccnc2C)C1(C)O (stereo not drawn)	103	94	108	-3	3	11	8	104	-2
C[N+](C)(C)CCOC(=O)C1(c2ccccc2)CCCC1	116	92	97	0	18	-12	-1	103	0
CCOC(=O)CCC(NC(=O)c1ccc(NCN2C(=O)CCC2=O)cc1)C(=O)OCC (stereo not drawn)	61	106	88	54*	0	8	-2	90	29
Cc1ccccc1OCC(=O)NCCC(=O)O	113	92	94	-4	-5	13	8	102	-7
Cc1ccc2cc(C(c3nnnn3C3CCCC3)N(Cc3ccccc3)Cc3ccco3)c(=O)[nH]c2c1 (stereo not drawn)	127	68	103	7	9	.	8	94	2
O=C(O)CSc1nc(-c2ccccc2)nc2c1oc1ccccc12	112	65	91	-2[fluorescence artefact?]	-3	-3	9	96	-11
Cc1nnc(C)n1/N=C/c1ccc(-c2ccccc2)cc1	90	95	108	1	6	-10	5	101	-2
CC(C#N)Sc1ncnc2sc3c(c12)CCC3 (stereo not drawn)	98[fluorescence artefact?]	92	101	-4	-5	.	0	97	14
COc1cc(OC)c(C(=O)Oc2ccc3c(c2)OCO3)cc1OC	110	86	107	-3	-15	-10	1	.	-2[fluorescence artefact?]
COc1ccc(CCn2c(=S)[nH]c3cc(C(=O)NCc4ccco4)ccc3c2=O)cc1OC	88[fluorescence artefact?]	4.4*	7.3*	55*[fluorescence artefact?]	16	-29	1	76	71*[fluorescence artefact?]
CN1CCN(c2ccccc2NC(=O)c2cc3ccccc3o2)CC1	113[fluorescence artefact?]	55	68	15	18	0	14	73	-2
O=C(Nc1cccnc1)C1CCCN1S(=O)(=O)c1ccc(Cl)c(Cl)c1 (stereo not drawn)	101	102	98	24	-8	4	0	102	15
O=C(COC(=O)c1cnccn1)Nc1ccc2c(c1)OCO2	35[fluorescence artefact?]	83	86	-7	8	8	9	95	-1
Cc1cc(C)n(CC(O)CN2C(=O)NC(C)(C)C2=O)n1 (stereo not drawn)	106	95	95	0	-2	11	1	93	-36
Cc1ccc(NC(=O)c2cc(-c3ccc(C)o3)nc3ccccc23)nc1	92[fluorescence artefact?]	74	96	46	4	16	4	97	44
O=C(CCCc1nc(-c2ccccc2)no1)NCc1cccnc1	123	88	90	-7	-12[fluorescence artefact?]	.	-1	119	-12
O=C(O)CCc1ccc(-c2ccc(Cl)cc2)n1CCC(=O)O	91[fluorescence artefact?]	90	93	-9	-3	12	9	99	-9
Cc1cc(Cl)cc(C)c1OCC(=O)O	140[fluorescence artefact?]	87	97	6[fluorescence artefact?]	-10	.	-2	103	3[fluorescence artefact?]
COc1ccc(C(CC(=O)NCCN2CCOCC2)NS(=O)(=O)c2ccc(C)cc2)cc1 (stereo not drawn)	97	103	92	2	0	-8	3	105	-5
O=C(c1cccs1)N1CCC(c2nc3ccccc3s2)CC1	100	84	106	-4	4	-7	0	94	-5
CCn1c(=O)cc(SCC(=O)NCC2CCCO2)c2ccccc21 (stereo not drawn)	77[fluorescence artefact?]	97	89	-8	30[fluorescence artefact?]	6	3	97	-2
CCOC(=O)c1nnn(-c2nonc2-n2cccc2)c1CN1CCCCC1	88	94	96	2	4	2	5	94	1
CC1(C)CC(=O)C(=CN2CCN(C(=O)c3ccco3)CC2)C(=O)C1	96	97	92	-1[fluorescence artefact?]	-2	-11	-1	101	-7

Looked up one by one from the entries so far:
SMILES	ERa coact pot	H69AR inhibit	HUVEC prolif 384	ERb coact inh	Smad3 inh	sEH act	Candida biofilm	Fibroblast inh	ERa SRC1 inh
Cc1ccc2cc(C(c3nnnn3C3CCCC3)N(Cc3ccccc3)Cc3ccco3)c(=O)[nH]c2c1 (stereo not drawn)	127	68	103	7	9	.	8	94	2
CN1CCN(c2ccccc2NC(=O)c2cc3ccccc3o2)CC1	113[fluorescence artefact?]	55	68	15	18	0	14	73	-2
O=C(c1cccs1)N1CCC(c2nc3ccccc3s2)CC1	100	84	106	-4	4	-7	0	94	-5
Cc1nnc(C)n1/N=C/c1ccc(-c2ccccc2)cc1	90	95	108	1	6	-10	5	101	-2
COc1ccc(C(CC(=O)NCCN2CCOCC2)NS(=O)(=O)c2ccc(C)cc2)cc1 (stereo not drawn)	97	103	92	2	0	-8	3	105	-5

Taken from above:
Under Smad3 inh, O=C(COC(=O)c1cnccn1)Nc1ccc2c(c1)OCO2 is listed with 8
Under Candida biofilm, O=C(CCCc1nc(-c2ccccc2)no1)NCc1cccnc1 is listed with -1
Under Candida biofilm, Cc1ccc(NC(=O)c2cc(-c3ccc(C)o3)nc3ccccc23)nc1 is listed with 4

(further entries)
SMILES	ERa coact pot	H69AR inhibit	HUVEC prolif 384	ERb coact inh	Smad3 inh	sEH act	Candida biofilm	Fibroblast inh	ERa SRC1 inh
Cn1c(=O)c2cc(S(=O)(=O)NCCC(=O)N3CC=C(c4ccccc4)CC3)ccc2n(C)c1=O	118	65	88	0	5	10	3	87	1
CCCCCn1c(N2CCN(Cc3ccccc3)CC2)nc2c1c(=O)[nH]c(=O)n2C	118	64	84	-2	-3	-5	6	91	7[fluorescence artefact?]
Clc1ccc(CN2C3=NCCN3c3ccccc32)cc1Cl	67	56	75	12	-2	5	8	53	21
CC1=C(C(=O)OC(C)C)C(c2ccco2)NC(=O)N1 (stereo not drawn)	56	105	104	55*[fluorescence artefact?]	11	-1	3	111	35[fluorescence artefact?]
O=C1CCc2cc(S(=O)(=O)NCCC(=O)NC3CCN(Cc4ccccc4)CC3)ccc2N1	118	93	90	-1	-3	.	4	100	-7
COc1ccc(CCNc2nc(N3CCCCC3)nc(N3CCCCC3)n2)cc1OC	83[fluorescence artefact?]	58	72	20	-8	7	2	89	22
COc1cc(OC)cc(OCC(O)Cn2cnc(-c3ccccc3)c2)c1 (stereo not drawn)	146[fluorescence artefact?]	82	91	4[fluorescence artefact?]	11[fluorescence artefact?]	-38	9	95	8
CCCc1nnc2n1N=C(c1ccc(OC)c(OC)c1)CS2	122	79	84	3	-20	5	7	73	-7
CC(=O)N1SC(N)=NC1c1ccccc1 (stereo not drawn)	92	98	105	5	-8	2	1	103	-2
O=C(CSc1nnc(-c2ccccn2)n1Cc1ccco1)c1ccccc1	95	80	97	-5	2	10	8	98	-4
CN(C(=O)c1ccccn1)C1(C(=O)NC2CCCCC2)CCCCC1	120	101	96	-8	-15	7	-3	93	-7
Cc1nc(SCC(C)C)[nH]c(=O)c1Cc1ccccc1	107	92	95	-7	-4	.	7	94	0
O=C(Cc1cn2ccsc2n1)OCc1ccccc1	119	95	91	0[fluorescence artefact?]	3	-1	6	96	4[fluorescence artefact?]
